Cav3 T inh – human Cav3.2 channel inhibition, primary screen | Cav3.2-expressing cells, Fluo-4 calcium fluorescence FDSS; active compounds read low | B-score at 10 µM | 100,000 tested, 4% active | O95180 | AID 449739;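 active means single-dose well whose peak fluorescence ratio is a statistical outlier from its plate by either plate-standardised score or position-corrected B-score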
Target sequence (O95180 whole entry, looked up): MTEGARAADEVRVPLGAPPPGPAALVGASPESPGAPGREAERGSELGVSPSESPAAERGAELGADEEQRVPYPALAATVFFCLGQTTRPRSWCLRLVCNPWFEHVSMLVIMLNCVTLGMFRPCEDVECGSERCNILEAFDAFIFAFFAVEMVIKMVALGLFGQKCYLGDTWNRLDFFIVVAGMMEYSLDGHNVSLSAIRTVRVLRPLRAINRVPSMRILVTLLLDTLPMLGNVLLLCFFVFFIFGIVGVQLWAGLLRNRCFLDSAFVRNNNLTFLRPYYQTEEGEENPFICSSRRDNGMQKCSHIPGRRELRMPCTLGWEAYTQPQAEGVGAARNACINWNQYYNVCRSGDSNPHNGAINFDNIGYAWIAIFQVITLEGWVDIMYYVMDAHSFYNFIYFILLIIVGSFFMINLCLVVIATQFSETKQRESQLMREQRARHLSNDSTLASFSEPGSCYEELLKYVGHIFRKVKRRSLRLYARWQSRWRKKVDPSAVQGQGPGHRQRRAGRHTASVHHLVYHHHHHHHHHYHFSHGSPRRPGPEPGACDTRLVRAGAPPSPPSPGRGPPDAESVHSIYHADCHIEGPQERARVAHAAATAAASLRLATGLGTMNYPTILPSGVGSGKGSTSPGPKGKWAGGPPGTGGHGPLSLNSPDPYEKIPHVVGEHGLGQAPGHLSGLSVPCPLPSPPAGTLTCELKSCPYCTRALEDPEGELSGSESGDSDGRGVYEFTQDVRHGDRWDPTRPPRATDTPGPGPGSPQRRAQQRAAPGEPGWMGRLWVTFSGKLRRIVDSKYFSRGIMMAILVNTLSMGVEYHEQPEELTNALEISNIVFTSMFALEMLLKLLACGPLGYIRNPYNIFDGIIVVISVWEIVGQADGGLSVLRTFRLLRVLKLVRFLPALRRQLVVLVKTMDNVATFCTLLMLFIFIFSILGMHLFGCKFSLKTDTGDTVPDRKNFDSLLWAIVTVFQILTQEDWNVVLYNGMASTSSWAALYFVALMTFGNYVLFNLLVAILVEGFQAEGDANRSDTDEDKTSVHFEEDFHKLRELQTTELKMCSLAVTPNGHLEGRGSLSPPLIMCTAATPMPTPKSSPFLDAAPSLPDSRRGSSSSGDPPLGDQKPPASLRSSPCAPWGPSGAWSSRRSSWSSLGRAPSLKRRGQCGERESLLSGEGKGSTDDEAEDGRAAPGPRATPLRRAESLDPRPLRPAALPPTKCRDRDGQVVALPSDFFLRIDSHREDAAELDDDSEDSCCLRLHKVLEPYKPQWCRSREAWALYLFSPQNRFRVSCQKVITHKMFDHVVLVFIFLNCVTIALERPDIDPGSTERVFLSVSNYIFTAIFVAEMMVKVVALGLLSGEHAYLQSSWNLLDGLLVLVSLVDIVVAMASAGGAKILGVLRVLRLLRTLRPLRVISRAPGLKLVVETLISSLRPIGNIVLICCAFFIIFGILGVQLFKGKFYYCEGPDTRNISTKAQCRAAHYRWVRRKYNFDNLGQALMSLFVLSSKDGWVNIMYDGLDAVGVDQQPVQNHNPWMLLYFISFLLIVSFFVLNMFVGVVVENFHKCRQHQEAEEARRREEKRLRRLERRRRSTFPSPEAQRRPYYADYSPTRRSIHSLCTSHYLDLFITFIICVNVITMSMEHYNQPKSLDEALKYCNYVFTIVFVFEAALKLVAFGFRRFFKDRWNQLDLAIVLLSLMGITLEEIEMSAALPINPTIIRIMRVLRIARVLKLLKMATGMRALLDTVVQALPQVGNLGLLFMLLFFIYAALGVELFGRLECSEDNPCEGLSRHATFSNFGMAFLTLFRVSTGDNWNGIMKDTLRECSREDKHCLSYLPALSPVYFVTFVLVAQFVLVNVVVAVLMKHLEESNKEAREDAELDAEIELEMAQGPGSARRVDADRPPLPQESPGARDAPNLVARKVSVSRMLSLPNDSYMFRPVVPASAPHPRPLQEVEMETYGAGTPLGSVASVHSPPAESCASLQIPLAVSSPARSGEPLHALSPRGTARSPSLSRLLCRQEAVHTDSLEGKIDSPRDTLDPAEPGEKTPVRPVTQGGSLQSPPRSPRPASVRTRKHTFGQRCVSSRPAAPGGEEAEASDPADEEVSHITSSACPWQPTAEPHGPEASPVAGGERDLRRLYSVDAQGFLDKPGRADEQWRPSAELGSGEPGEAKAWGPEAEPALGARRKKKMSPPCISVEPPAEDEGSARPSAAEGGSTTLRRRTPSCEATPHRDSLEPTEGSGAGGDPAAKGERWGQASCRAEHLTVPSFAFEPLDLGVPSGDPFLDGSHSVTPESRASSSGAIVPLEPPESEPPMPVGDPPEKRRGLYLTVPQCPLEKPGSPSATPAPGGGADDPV
Numbers without * were called inactive.

Cav3 T inh	structure
1.2	COC(=O)c1ccccc1NC(=O)CSc1nnc(-c2ccoc2C)n1C
0.51	O=C(NCCC(=O)N1CCNC1=O)OCc1ccccc1
0.72	COc1ccc(-c2cnn(-c3ccccc3)c2N)cc1OC
0.034	Cc1nc(CCN2C(=O)c3ccccc3C2=O)n[nH]1
-0.21	COc1cccc(C(c2nnnn2Cc2ccccc2)N2CCN(C(=O)c3ccco3)CC2)c1OC (stereo not given)
-0.013	CN1C(CC(=O)c2ccccc2)CCCC1CC(O)c1ccccc1 (stereo not given)
0.12	COc1ccc(C(C)=O)c(OC(=O)c2ccco2)c1
-0.39	COc1cccc(C(=O)Nc2ccc(NC(C)=O)cc2)c1
0.57	CC(=O)Cc1nsc(NC(=O)c2c(-c3ccccc3Cl)noc2C)n1
0.86	Cc1ccccc1C(=O)c1ccc2c(c1)n(C)c(=O)n2C
-0.12	CCCCn1nnnc1NCc1cc(OC)c(OC)cc1OC
0.38	CCn1ncc(/C=N/NS(=O)(=O)c2ccc(Cl)cc2)c1C
-0.16	COc1cccc(OCc2nc3ccccc3c(=O)n2N)c1
-0.58	CCOc1ccc(NS(=O)(=O)c2ccc(NS(C)(=O)=O)cc2)cc1
-0.73	C=CCc1c(C)nc(C)nc1N/N=C/c1ccccc1O

6 of the compounds above, as comma-separated lines:
Molecule,Cav3 T inh
COC(=O)c1ccccc1NC(=O)CSc1nnc(-c2ccoc2C)n1C,1.2
O=C(NCCC(=O)N1CCNC1=O)OCc1ccccc1,0.51
COc1ccc(-c2cnn(-c3ccccc3)c2N)cc1OC,0.72
Cc1nc(CCN2C(=O)c3ccccc3C2=O)n[nH]1,0.034
COc1cccc(C(c2nnnn2Cc2ccccc2)N2CCN(C(=O)c3ccco3)CC2)c1OC (stereo not given),-0.21
CN1C(CC(=O)c2ccccc2)CCCC1CC(O)c1ccccc1 (stereo not given),-0.013

Remaining list, next part:
Cav3 T inh	structure
0.61	C=CCNC(=S)NNC(=O)c1ccc(OC(C)C)cc1
1.9	Cc1cccc(-c2nnc(SCC#N)n2-c2ccccc2)c1
-0.42	CC(C)=C1SC(N2CCN(c3cccc(C(F)(F)F)c3)CC2)=NC1=O
0.25	O=C(Nc1nnc(C2CCCCC2)s1)c1cccs1
1.5	CCCCCCCCN1C(=O)N(C)C(N(O)C(=O)NC)C1(C)C (stereo not given)
-1.2	Cc1ccc(C(=O)COC(=O)CNC(=O)COc2ccccc2C)cc1C
-0.084	CSc1nc(-c2ccccc2)nc(N2CCN(C)CC2)c1C(C)=O
1.7	COC(=O)Cn1c2ccc(C)cc2c2nc(C)sc21
0.71	COc1cc(=O)n2c(n1)SCCC2
0.79	O=C(CN1CCCC1)N1CCCc2c1c(=O)oc1ccc(OCc3ccccc3)cc21
0.3	Cc1cccc(C(=O)O/N=C(\N)c2ccc(Br)cc2)c1
-2.1	COc1ccc(-c2cc(C(F)F)n3ncc(C(=O)N4CCCCC4)c3n2)cc1
0.024	Cc1ccccc1C(=O)Nc1nnc(-c2ccc(F)cc2)o1
0.79	C/C=C(\C)C(=O)NCCN1C2=NC[C@H](C(C)C)N2C[C@H]1Cc1ccc(O)cc1
-1.9	CCn1c(=O)n(CC)c2cc(S(=O)(=O)N3CCc4ccccc43)ccc21
-6.2*	O=C(CSc1nnc(-c2ccco2)n1Cc1ccccc1)OC1CCCCC1
0.64	Cc1nnc(NC(=O)CCC(=O)NCc2cccs2)s1
0.82	COc1nc(N/N=C/c2cc3c(cc2Br)OCO3)nc(N2CCOCC2)n1
-1.1	CC(C)NC(=O)CSc1nc2ccccc2n1-c1ccccc1
0.028	O=P(O)(O)c1ccccc1OCc1ccccc1
-1.5	CC(C)CCOC(=O)C1C2C=CC3(CN(Cc4cccs4)C(=O)C13)O2 (stereo not given)
1.1	CC1(C)CC(=O)C(C=NCCN2CCN(C(=S)Nc3ccc(F)cc3)CC2)=C(O)C1
-2.3	CC(Cc1cccs1)NC(=O)Nc1ccc(Cl)cc1 (stereo not given)
0.79	Cc1sc(NC(=O)c2ccccc2)c(C(=O)NCCN(C)C)c1C
1.1	CCN1CCCC1CNC(=O)c1c(O)c2c([nH]c1=O)CCCC2 (stereo not given)
-0.057	Cc1ccccc1Cn1cc(NC(=O)c2nc3ncccn3n2)cn1
-1.7	O=S(=O)(c1ccc(F)c(F)c1)N1CCN(Cc2ccc3c(c2)OCO3)CC1
-0.65	CC1(C)NC(=O)N(CC(O)CN(Cc2ccccc2)Cc2ccccc2)C1=O (stereo not given)
-0.13	O=S(=O)(c1ccc(-c2csc(-c3cccnc3)n2)cc1)N1CCCC1
0.075	NC(=S)Nc1cc2ccccc2c2ccccc12
-4*	CC(C)C(=O)Nc1cccc(NC(=S)NC(=O)c2ccc([N+](=O)[O-])cc2)c1
-3	C/C(=C\C(=O)c1ccccc1)NNc1nc2ccccc2s1
-0.064	Cc1nn(C)c(Oc2cccc(Cl)c2)c1C=O
-0.38	Cc1ccsc1/C=C1\CCc2ccccc2C1=O
-0.073	c1ccc(-n2cccc2CNC2CCCCC2)cc1
-0.078	CN(Cc1ccccc1)C(=O)Cn1c(=O)oc2cc(S(=O)(=O)NCc3ccccc3)ccc21
-6.5*	Cc1ccc(/C=C2\CCC3=C2OC(N)=C(C#N)C3c2ccc(C)cc2)cc1 (stereo not given)
0.35	CN(C(=O)c1ccccn1)c1nnc(-c2ccccn2)s1
1.5	CCOC(=O)c1c(C)oc2c1c(C(c1cccnc1)N1CCCCC1)c(O)c1ccccc12 (stereo not given)
0.084	CCCCN(CC)Cc1c(C)[nH]c2ccccc2c1=O
0.53	CC(=O)O[C@@H]1C[C@H]2C(C)(C)C(=O)C=C[C@]2(C)[C@H]2CC[C@@]3(C)[C@H](c4ccoc4)OC(=O)[C@H]4O[C@]43[C@@]21C
-0.24	CCOC(=O)N1CCc2c(sc(NC(=O)c3ccc(Cl)s3)c2C(N)=O)C1
-0.59	O=S(=O)(NCC(c1cccnc1)N1CCN(c2ccc(F)cc2)CC1)c1ccccc1 (stereo not given)
-3.2	O=c1[nH]c2ccccc2n1Cc1ccc(Cl)cc1
0.17	O=C(NCCCN1CCCC1=O)c1cncc(Br)c1

Some of the entries so far, field by field.
molecule: CN(Cc1ccccc1)C(=O)Cn1c(=O)oc2cc(S(=O)(=O)NCc3ccccc3)ccc21
  Cav3 T inh = -0.078

molecule: CCOC(=O)c1c(C)oc2c1c(C(c1cccnc1)N1CCCCC1)c(O)c1ccccc12 (stereo not given)
  Cav3 T inh = 1.5

molecule: O=S(=O)(NCC(c1cccnc1)N1CCN(c2ccc(F)cc2)CC1)c1ccccc1 (stereo not given)
  Cav3 T inh = -0.59

Carrying on.
Cav3 T inh	structure
-1.1	Cc1cccc(CN2CCN(c3ccccn3)CC2)c1
-2.6	O=C(NCCCc1ccccc1)c1ccccc1O
-0.92	COc1ccc(/C=N/NC(=O)c2cccc([N+](=O)[O-])c2)cc1OC(=O)c1ccccc1
-0.099	COc1ccc(-c2n[nH]c(C)c2-c2cnn(-c3ccccc3)c2)c(O)c1C
-0.11	COC(=O)C(C(=O)Nc1ncccn1)C1CCCCCC1 (stereo not given)
-0.41	CC(C)(C)c1ccc(C(=O)NNC(=O)c2cccc(Br)c2)cc1
0.77	Cc1ccc(Cn2nc(C)c(NC(=O)c3nn(C)cc3Cl)c2C)cc1
-0.083	CCOC(=O)N1CCN(C(=O)C2CCCN(S(=O)(=O)c3cccnc3)C2)CC1 (stereo not given)
0.43	CCC(=O)Nc1c(-c2ccc(OC)cc2)c(=O)c2ccccc2n1C
-4.8*	Cc1[nH]c2ccccc2c1SCC(=O)N1CCCc2ccccc21
0.47	COc1ccc(N2C(=O)C3CCCN3C2c2cc(OC)c(OC)cc2OC)cc1 (stereo not given)
0.71	Cc1cc(C)n(-c2nc3c(c(=O)[nH]c(=O)n3C)n2CC(O)COc2ccccc2)n1 (stereo not given)
-0.49	CC(C)c1nnc(NC(=O)CCC(=O)N2CCN(Cc3ccccc3)CC2)s1
0.066	CCc1ccc2[nH]c(=O)c(C(c3nnnn3CC3CCCO3)N3CCN4CCCC4C3)cc2c1 (stereo not given)
0.95	O=CNCCCc1nc2ccccc2n1Cc1ccccc1
-6*	O=C(CSc1nc(-c2ccccc2)c(-c2ccccc2)[nH]1)N1CCN(S(=O)(=O)c2ccccc2)CC1
-5.9*	Cc1ccc(C(=O)C(OC(=O)CN2C(=O)c3ccccc3C2=O)c2ccccc2)cc1 (stereo not given)
-1.4	O=C(NCc1ccc2c(c1)OCO2)c1ccc(S(=O)(=O)N2CCCCC2)cc1
-1.8	Cc1nc(C)n(C(=O)N(c2ccccc2)c2ccccc2)n1
0.054	Cc1cc(NC(=O)CCC(=O)N(c2cccnc2)C(C(=O)NC2CCCC2)c2ccccc2)no1 (stereo not given)
0.65	COc1ccccc1N1CCN(C(CNC(=O)c2ccco2)c2cccnc2)CC1 (stereo not given)
-0.53	COc1ccc(CCNC(=O)COC(=O)c2cnc(C)cn2)cc1
-2.8	Cn1c2ccccc2c2cc(C(=O)NNS(=O)(=O)c3ccc(F)cc3)sc21
0.16	CCC(C)[C@H](N)c1cn([C@@H](Cc2ccc(O)cc2)C(=O)N2CCNCC2)nn1 (stereo not given in full)
-0.021	Cc1nnc(NC2=NCCC2)s1
-1.6	Cc1noc(C)c1S(=O)(=O)N(CC(=O)N1CCn2c1nc1ccccc12)c1ccc(C(C)C)cc1
0.07	O=C1C=C(Nc2cccc(O)c2)CC(c2ccco2)C1 (stereo not given)
-1.8	COc1ccc(-c2nn(CC(=O)Nc3ccc(Cl)c(Cl)c3)c(=O)c3ccccc23)cc1
-0.29	CCc1ccccc1N1C[C@@]23C=C[C@@H](O2)C(C(=O)OCC(C)C)[C@H]3C1=O (stereo not given in full)
1	Cc1c(N=C/C=C/c2ccccc2)c(=O)n(-c2ccccc2)n1C
0.56	CCOC(=O)C1C(=O)CC(C)(O)C(C(=O)OCC)C1c1ccco1 (stereo not given)
3.1*	C(=N\c1nc2ccccc2[nH]1)/c1cccs1
-0.094	CC(CN(C)C)CN1c2ccccc2CCc2ccccc21 (stereo not given)
-0.9	CC1CCC(NC(=O)c2ccc(CS(=O)(=O)Cc3ccccc3F)o2)CC1 (stereo not given)
0.23	O=C(CCN1C(=O)c2ccncc2C1=O)NCc1ccc(Cl)cc1
0.94	CC(=O)NS(=O)(=O)c1ccc(NC(=S)NC(=O)C(C)(C)C)cc1
1.1	Cc1nc2sc(C(c3cccs3)N3CC(C)CC(C)C3)c(O)n2n1 (stereo not given)
1.3	CCCS(=O)(=O)N1CCN(C(=O)c2ccco2)CC1
-0.081	C/C=C/c1ccc(Oc2nnnn2-c2ccc(C(N)=O)cc2)c(OC)c1
-3.1	O=C(CSc1nc(-c2ccccc2)cs1)NC(=O)NCc1ccco1
0.93	Cc1cc(NC(=O)C2CCCN2C(=O)Nc2c(C)cccc2C)ccc1-n1cnnn1 (stereo not given)
-0.97	Cc1c(NC(=O)c2ccccc2NS(=O)(=O)c2ccc(Br)cc2)c(=O)n(-c2ccccc2)n1C
-2.6	OC(CN1CCN(c2ccccn2)CC1)Cn1c2ccccc2c2ccccc21 (stereo not given)
-7.1*	Cc1ccccc1-c1nc(CN2CCC(C(=O)NCCC3=CCCCC3)CC2)c(C)o1
-7.4*	CCOC(=O)c1cc2c(C)n(-c3ccc(C)cc3)c(C)c2ccc1=O
2.2	CN1CCN(C(=O)c2ccc3c(c2)N(Cc2ccc(Cl)cc2)C(=O)c2ccccc2S3=O)CC1 (stereo not given)
0.16	CCOc1ccccc1C1C(C#N)=C(N)Oc2n[nH]c(CC)c21 (stereo not given)
-0.4	CCC(=O)c1ccc(O)c(CC=C(C)C)c1
0.55	Cc1ccsc1C=Nc1ccc(O)cc1
0.21	O=C(c1ccoc1)N1CCC2(CC1)Oc1ccc(F)cc1C(=O)C21CC(c2ccc(Cl)cc2)=NO1 (stereo not given)
-6.1*	O=C(c1ccc(C#CC2(O)CCCCC2)cc1)N1CCN(Cc2ccccc2)CC1
-6*	COc1ccc(Oc2cn[nH]c2-c2ccc(O)cc2O)cc1
-0.86	COC(=O)C1N[C@@H]([C@@H](NC(=O)COc2ccccc2)C(=O)Nc2ccc(OC)cc2)SC1(C)C (stereo not given in full)
0.33	COC(=O)CNC(=O)C1CCN(c2nc(C)cc(C)n2)CC1
-0.17	O=C(O)C1C2C=CC3(O2)C1C(=O)N1c2ccccc2C2OCCC2C13 (stereo not given)
-0.2	CCOc1ccc(NC2=NCCC(=O)N2Cc2cccs2)cc1
0.62	CCOc1ccc(Cc2nc(N)nc(N)n2)cc1
0.0069	CC(=O)c1ccc(NC(=O)C2CC(c3ccc(F)cc3)=NO2)cc1 (stereo not given)
-6*	CCOC(=O)CSc1nnc(CSc2nc3sc4c(c3c(=O)[nH]2)CCCC4)n1-c1ccccc1
0.51	O=C(O)c1cc(NCc2ccc3c(c2)OCO3)ccc1N1CCOCC1

6 entries from above, arranged by count of non-hydrogen atoms, low to high:
Cav3 T inh	structure
-6*	COc1ccc(Oc2cn[nH]c2-c2ccc(O)cc2O)cc1
-0.2	CCOc1ccc(NC2=NCCC(=O)N2Cc2cccs2)cc1
-0.17	O=C(O)C1C2C=CC3(O2)C1C(=O)N1c2ccccc2C2OCCC2C13 (stereo not given)
0.51	O=C(O)c1cc(NCc2ccc3c(c2)OCO3)ccc1N1CCOCC1
-6.1*	O=C(c1ccc(C#CC2(O)CCCCC2)cc1)N1CCN(Cc2ccccc2)CC1
-6*	CCOC(=O)CSc1nnc(CSc2nc3sc4c(c3c(=O)[nH]2)CCCC4)n1-c1ccccc1

Following part
Cav3 T inh	structure
0.055	COc1ccc(CCNC(=O)CSc2nc3cc(Cl)ccc3o2)cc1OC
1.1	O=c1c(CN2CCN(Cc3ccccc3)CC2)coc2ccc(Cl)cc12
1.1	CCCCc1ccc(NC=C2C(=O)OC3(CCCCC3)OC2=O)cc1
-0.46	CN1CCc2c(sc3c2C(=O)NC(c2ccco2)N3)C1 (stereo not given)
-1.6	Cc1cc(C(=O)NCc2ccc3c(c2)OCO3)n(-c2ccccc2)n1
-0.12	CCN(CC)S(=O)(=O)c1ccc2oc(SCc3ccc(F)cc3)nc2c1

Not all compounds are listed; count on the stated rates, not on these rows.
